Bioassay records deposited in PubChem by Broad Institute.
Mtb BioA inh: BioA (M. tuberculosis) enzyme inhibition; inhibition, % at 9.99 µM; purified M. tuberculosis BioA enzyme, plate reader; hit rate 0.096% among 360,000; AID 602481; in the data active = inhibition above about 40%
Starred values were filed as active, the others as inactive.

SMILES | Mtb BioA inh
COc1ccccc1-c1cnc2c(c1)C(=O)N([C@@H](C)CO)C[C@H](C)[C@@H](CN(C)C(=O)CC1CC1)O2 | -3.0
C[C@H]1CN([C@@H](C)CO)C(=O)c2cc(NS(=O)(=O)c3cccs3)ccc2O[C@@H]1CN(C)Cc1ccc(C(=O)O)cc1 | 1.7
COc1ccc(CNC(=O)C[C@H]2CC[C@H]3[C@H](COc4ccc(NC(C)=O)cc4C(=O)N3C)O2)cc1 | 0.6
Cc1ccc(S(=O)(=O)Nc2ccc3c(c2)C(=O)N([C@@H](C)CO)C[C@H](C)[C@@H](CN(C)C(=O)Nc2ccc(F)cc2)O3)cc1 | 0.2
CO[C@H]1CC[C@@H]2CCOc3ccc(C#N)cc3C(=O)N(C)C[C@H](OC)[C@@H](C)C(=O)N(C)C[C@@H]1O2 | 0.1
CO[C@@H]1CN(C)C(=O)c2cc(NC(C)=O)ccc2OC[C@@H](C)N(S(=O)(=O)c2cn(C)cn2)C[C@@H]1C | 1.3
C[C@@H]1CN([C@@H](C)CO)C(=O)c2cc(NC(=O)Cc3cn(C)c4ccccc34)ccc2O[C@@H]1CN(C)Cc1ccc(C(F)(F)F)cc1 | -0.2
Cc1ccc(-c2ccc3c(c2)O[C@H](CN(C)Cc2ccncc2)[C@H](C)CN([C@@H](C)CO)S3(=O)=O)cc1 | 1.2
CCCN1[C@@H]2Cn3c(ccc(C4=CCCCC4)c3=O)[C@H]1[C@@H](C(=O)N1CCOCC1)[C@@H]2CO | 1.5
CCCC(=O)Nc1ccc2c(c1)C(=O)N(C)[C@H]1CC[C@H](CC(=O)N3CCCCC3)O[C@@H]1CO2 | 1.2
CC(C)NC(=O)N(C)C[C@H]1Oc2ccc(N(C)C)cc2C(=O)N([C@H](C)CO)C[C@H]1C | -1.4
O=C(NC[C@H]1[C@@H](c2ccccc2)[C@@H](CO)N1C(=O)Cc1cccnc1)C1CC1 | 4.4
O=C(C[C@@H]1C[C@H]2c3cc(NC(=O)C4CCOCC4)ccc3O[C@H]2[C@@H](CO)O1)NCc1ccccc1F | -0.6
O=C(NCCc1ccncc1)[C@@H]1[C@@H](CO)[C@@H]2Cn3c(ccc(-c4ccncc4)c3=O)[C@H]1N2 | -0.2
CN1CCN(C(=O)C[C@H]2CC[C@H]3[C@@H](COC[C@@H](O)CN3C(=O)Cc3ccccc3)O2)CC1 | -1.0

Reformatted as a markdown table: part of the list above
| canonical_smiles | Mtb BioA inh |
| --- | --- |
| Cc1ccc(S(=O)(=O)Nc2ccc3c(c2)C(=O)N([C@@H](C)CO)C[C@H](C)[C@@H](CN(C)C(=O)Nc2ccc(F)cc2)O3)cc1 | 0.2 |
| CO[C@H]1CC[C@@H]2CCOc3ccc(C#N)cc3C(=O)N(C)C[C@H](OC)[C@@H](C)C(=O)N(C)C[C@@H]1O2 | 0.1 |
| CO[C@@H]1CN(C)C(=O)c2cc(NC(C)=O)ccc2OC[C@@H](C)N(S(=O)(=O)c2cn(C)cn2)C[C@@H]1C | 1.3 |

Later entries:
SMILES | Mtb BioA inh
CN1C[C@H]2[C@@H](c3ccccc31)[C@@H](CO)N2C(=O)Nc1cccc(F)c1 | -0.4
CC(C)NC(=O)N(C)C[C@H]1OCc2ccccc2-c2ccccc2C(=O)N([C@H](C)CO)C[C@H]1C | -1.5
C[C@@H]1CN([C@@H](C)CO)C(=O)Cc2cc(NS(=O)(=O)c3ccccc3)ccc2O[C@H]1CN(C)Cc1ccc(-c2ccccc2)cc1 | -4.0
C[C@@H]1CN([C@H](C)CO)S(=O)(=O)c2ccc(-c3ccc(F)cc3)cc2O[C@H]1CN(C)C(=O)c1ccccc1F | -0.3
O=C(NCC[C@@H]1CC[C@@H](NC(=O)C2CCOCC2)[C@@H](CO)O1)c1cc(Cl)cc(Cl)c1 | -1.9
Cc1ccccc1S(=O)(=O)N1C[C@@H](O)COC[C@@H]2O[C@H](CC(=O)N3CCC(Cc4ccccc4)CC3)CC[C@H]21 | 1.1
CC(C)NC(=O)Nc1ccc2c(c1)C(=O)N([C@H](C)CO)C[C@@H](C)[C@@H](CN(C)S(=O)(=O)c1ccc(Cl)cc1)OCCCC[C@H](C)O2 | 1.0
O=C(C[C@@H]1CC[C@H](NC(=O)C2CC2)[C@H](CO)O1)NCC1CC1 | -0.8
C[C@H](CO)N1C[C@H](C)[C@@H](CN(C)Cc2ccc(C(F)(F)F)cc2)Oc2ccc(NC(=O)C3CC3)cc2C1=O | 3.0
C[C@H](CO)N1C[C@H](C)[C@H](CN(C)Cc2ccc3c(c2)OCO3)Oc2ccc(NC(=O)Nc3ccc(F)cc3)cc2C1=O | 3.3
CC(=O)N1[C@@H]2c3ccc(-c4ccncc4)c(=O)n3C[C@H]1[C@H](CO)[C@H]2C(=O)NC1Cc2ccccc2C1 | -0.8
COc1ccc(C#Cc2ccc3c(c2)[C@H]2[C@H](CCN2C(C)=O)[C@H](CO)N3)cc1 | -0.5
CC(=O)N1CCCCN2[C@H](CO)[C@H](c3ccc(-c4cccc(C(=O)N(C)C)c4)cc3)[C@@H]2C1 | 1.7
Cc1ccc(S(=O)(=O)Nc2ccc3c(c2)C(=O)N([C@H](C)CO)C[C@H](C)[C@@H](CN(C)CC2CC2)O3)cc1 | -0.4
C[C@@H]1CCCCO[C@@H](CN(C)C(=O)Nc2ccccc2)[C@@H](C)CN([C@H](C)CO)C(=O)c2cc(NC(=O)c3ccncc3)ccc2O1 | 1.7
COc1ccc(NC(=O)N(C)C[C@@H]2OCCCC[C@H](C)Oc3ccc(NC(=O)c4ccncc4)cc3C(=O)N([C@@H](C)CO)C[C@@H]2C)cc1 | -5.6
CCC(=O)Nc1ccc2c(c1)OC[C@H](C)N(Cc1nccs1)C[C@H](C)[C@@H](OC)CN(C)C2=O | 0.6
C[C@H](CO)N1C[C@H](C)[C@@H](CN(C)Cc2cccc(F)c2)Oc2ncc(-c3cccc(F)c3)cc2C1=O | 1.8
Cc1noc(C)c1S(=O)(=O)Nc1ccc2c(c1)CC(=O)N([C@@H](C)CO)C[C@@H](C)[C@@H](CN(C)C(=O)NC1CCCCC1)O2 | -4.2
C[C@H]1CN([C@@H](C)CO)C(=O)c2cc(NC(=O)Cc3ccccc3)ccc2O[C@@H]1CN(C)S(C)(=O)=O | -0.9
C[C@H](CO)N1C[C@H](C)[C@H](CN(C)S(=O)(=O)c2ccc(Cl)cc2)Oc2ccc(NS(C)(=O)=O)cc2C1=O | -2.2
C[C@H](CO)N1C[C@H](C)[C@@H](CN(C)Cc2ccccc2)Oc2ncc(C#Cc3ccccn3)cc2C1=O | -3.1
COCC(=O)N1CCCCN2[C@@H](CO)[C@H](c3ccc(-c4ccc(F)cc4)cc3)[C@@H]2C1 | 5.6
O=C(Nc1ccccc1)N1C[C@@H]2[C@H](c3ccccc31)[C@@H](CO)N2C(=O)c1ccccn1 | -7.4
O=C(NC1CCCCC1)N[C@H]1CC[C@H](CCNS(=O)(=O)c2ccc(F)cc2)O[C@@H]1CO | -1.4
CCCNC(=O)[C@@H]1[C@@H](CO)[C@@H]2Cn3c(ccc(C4=CCCC4)c3=O)[C@@H]2N1CCC(F)(F)F | 0.1
COc1ccc(NC(=O)N2C[C@H](O)COC[C@@H]3O[C@@H](CC(=O)NCc4ccncn4)CC[C@H]32)cc1 | 5.3
C[C@@H]1CN([C@@H](C)CO)C(=O)CCCn2cc(nn2)CO[C@H]1CN(C)S(=O)(=O)c1ccc(F)cc1 | 0.8
C[C@@H]1CN([C@H](C)CO)C(=O)c2cc(N(C)C)ccc2O[C@H]1CN(C)Cc1ccc(C(=O)O)cc1 | -1.0
CO[C@H]1CN(C)C(=O)c2ccc(NC(=O)c3cccc(F)c3)cc2OC[C@H](C)NC[C@@H]1C | 0.2
O=C(C[C@H]1CC[C@H](NC(=O)c2ccc(F)cc2)[C@H](CO)O1)NCc1ccncn1 | -1.0
Cc1cccc(S(=O)(=O)N2CCCCN3[C@H](C2)[C@H](c2ccc(C#C[C@@H](C)O)cc2)[C@@H]3CO)c1 | -2.7
Cc1noc(C)c1NC(=O)N(C)C[C@H]1OCCCC[C@H](C)Oc2ccc(NC(=O)CCC(F)(F)F)cc2C(=O)N([C@@H](C)CO)C[C@@H]1C | -0.3
CC(C)NC(=O)N(C)C[C@@H]1Oc2c(NS(=O)(=O)c3ccc(F)cc3)cccc2C(=O)N([C@@H](C)CO)C[C@@H]1C | -2.2
Cc1noc(C)c1S(=O)(=O)N(C)C[C@@H]1OCCCC[C@@H](C)Oc2ccc(NC(=O)Nc3ccc(F)cc3)cc2C(=O)N([C@@H](C)CO)C[C@H]1C | -1.5
O=C(Nc1ccccc1)N1CCCCN2[C@@H](CO)[C@@H](c3ccc(C#Cc4cccnc4)cc3)[C@@H]2C1 | 0.0
CN1C(=O)c2cc(NC(=O)c3cscn3)ccc2OC[C@@H]2O[C@@H](CC(=O)NCC3CC3)CC[C@@H]21 | -1.8
CC(=O)Nc1ccc2c(c1)C(=O)N(C)[C@H]1CC[C@H](CC(=O)N3CCc4ccccc4C3)O[C@@H]1CO2 | 0.5
C[C@@H]1CN([C@@H](C)CO)C(=O)Cc2cc(NC(=O)Nc3ccccc3)ccc2O[C@@H]1CN(C)CC1CC1 | 2.0
CN(C)CCCNC(=O)[C@H]1[C@H](CO)[C@H]2Cn3c(cccc3=O)[C@H]2N1C(=O)Nc1ccccc1 | -1.4
C[C@@H]1CN([C@H](C)CO)C(=O)Cc2cc(NS(=O)(=O)c3cccs3)ccc2O[C@H]1CN(C)S(C)(=O)=O | -1.8
C[C@@H]1CN([C@H](C)CO)C(=O)Cc2cc(NC(=O)Cn3cnnn3)ccc2O[C@H]1CN(C)S(=O)(=O)c1ccccc1 | 7.5
Cc1noc(C)c1NC(=O)Nc1ccc2c(c1)C(=O)N([C@H](C)CO)C[C@H](C)[C@H](CN(C)C(=O)CCCN(C)C)OCCCC[C@H](C)O2 | 1.4
C[C@@H]1CN([C@H](C)CO)C(=O)c2cc(NC(=O)Nc3ccc4c(c3)OCO4)ccc2O[C@@H](C)CCCCO[C@@H]1CN(C)C(=O)C1CCCCC1 | -4.8
O=C(C[C@@H]1CC[C@@H]2[C@H](COC[C@@H](O)CN2C(=O)Nc2ccc(Cl)c(Cl)c2)O1)NCc1ccc(Cl)c(Cl)c1 | 0.6

Ordered by molar mass (low to high): part of the list above.
SMILES | Mtb BioA inh
CN(C)CCCNC(=O)[C@H]1[C@H](CO)[C@H]2Cn3c(cccc3=O)[C@H]2N1C(=O)Nc1ccccc1 | -1.4
CC(=O)Nc1ccc2c(c1)C(=O)N(C)[C@H]1CC[C@H](CC(=O)N3CCc4ccccc4C3)O[C@@H]1CO2 | 0.5
Cc1noc(C)c1NC(=O)Nc1ccc2c(c1)C(=O)N([C@H](C)CO)C[C@H](C)[C@H](CN(C)C(=O)CCCN(C)C)OCCCC[C@H](C)O2 | 1.4

Later entries:
SMILES | Mtb BioA inh
Cc1noc(C)c1S(=O)(=O)Nc1ccc2c(c1)CC(=O)N([C@H](C)CO)C[C@H](C)[C@H](CN(C)CC1CC1)O2 | 0.8
O=C(C[C@@H]1CC[C@H](NC(=O)C2CCC2)[C@@H](CO)O1)Nc1nccs1 | -2.4
C[C@@H]1CCCCO[C@H](CN(C)C)[C@H](C)CN([C@@H](C)CO)C(=O)c2cc(NS(=O)(=O)c3ccccc3)ccc2O1 | 1.4
C[C@H](CO)N1C[C@H](C)[C@H](CN(C)Cc2ccc3c(c2)OCO3)Oc2ccc(NC(=O)NC3CCCCC3)cc2C1=O | -0.2
C[C@@H]1CN([C@@H](C)CO)C(=O)c2cc(NC(=O)Nc3cccc4ccccc34)ccc2O[C@H]1CN(C)Cc1ccc(Cl)c(Cl)c1 | -1.7
C[C@H]1CN([C@@H](C)CO)C(=O)c2cc(-c3ccc(C(=O)N(C)C)cc3)cnc2O[C@@H]1CN(C)C(=O)C1CC1 | 1.1
COCC(=O)Nc1ccc2c(c1)C(=O)N(C)[C@@H]1CC[C@H](CC(=O)NCc3cccc(F)c3)O[C@H]1CO2 | -4.1
CC(=O)N(C)C[C@@H]1Oc2ncc(C#Cc3ccncc3)cc2C(=O)N([C@H](C)CO)C[C@H]1C | 0.4
O=C(N[C@H]1CC[C@H](CCNS(=O)(=O)c2ccc(Cl)cc2)O[C@H]1CO)c1cccnc1 | 3.8
CO[C@@H]1CN(C)C(=O)c2ccc(NC(=O)C3CC3)cc2OC[C@H](C)N(C(=O)c2cnccn2)C[C@@H]1C | -2.6
C[C@@H]1CN([C@@H](C)CO)C(=O)c2cc(C#CC3(O)CCCC3)cnc2O[C@H]1CN(C)Cc1ccncc1 | -0.6
CC(C)NC(=O)N(C)C[C@@H]1Oc2c(NC(=O)c3ccc(-c4nccs4)cc3)cccc2C(=O)N([C@H](C)CO)C[C@H]1C | -2.4
CCC(=O)N(C)C[C@H]1Oc2ncc(Br)cc2C(=O)N([C@@H](C)CO)C[C@@H]1C | 1.2
O=C(C[C@H]1C=C[C@@H](NC(=O)CC2CC2)[C@H](CO)O1)NCC(F)(F)F | -0.5
C/C=C/c1cnc2c(c1)C(=O)N([C@H](C)CO)C[C@H](C)[C@@H](CN(C)C(=O)Nc1c(C)noc1C)O2 | -2.2
C[C@H]1CN([C@@H](C)CO)C(=O)c2cc(NC(=O)C3CC3)ccc2O[C@H]1CN(C)Cc1ccncc1 | 0.1
COc1ccc(NC(=O)N[C@H]2CC[C@H](CCn3cc(C4(O)CCCC4)nn3)O[C@@H]2CO)cc1 | 1.1
C[C@H](CO)N1C[C@H](C)[C@H](CN(C)Cc2ccc(C(F)(F)F)cc2)Oc2ccc(NC(=O)CCN3CCOCC3)cc2CC1=O | 4.2
C[C@H]1CN([C@@H](C)CO)C(=O)c2cccc(NC(=O)c3nc4ccccc4s3)c2O[C@H]1CN(C)CC1CCCCC1 | -0.6
O=C(N[C@H]1CC[C@@H](CCn2cc(C3CCCCC3)nn2)O[C@H]1CO)c1cccnc1 | 2.4
CCCC#Cc1cnc2c(c1)C(=O)N([C@H](C)CO)C[C@H](C)[C@@H](CN(C)CCC)O2 | 1.1

Entries listed so far that have a COOH group:
SMILES | Mtb BioA inh
C[C@H]1CN([C@@H](C)CO)C(=O)c2cc(NS(=O)(=O)c3cccs3)ccc2O[C@@H]1CN(C)Cc1ccc(C(=O)O)cc1 | 1.7
C[C@@H]1CN([C@H](C)CO)C(=O)c2cc(N(C)C)ccc2O[C@H]1CN(C)Cc1ccc(C(=O)O)cc1 | -1.0

An excerpt; the hit share may differ from the screen's.
